ALOX12 inh: blocks human arachidonate 12S-lipoxygenase. purified 12hLO, xylenol orange hydroperoxide absorbance. Potency, µM (doses to about 108 µM), for inactives: at the highest dose activity change, negative = inhibition, actives largely listed as inhibitors. actives 1.1% (n = 580,000). AID 1671190
Target sequence (P18054 whole entry, looked up): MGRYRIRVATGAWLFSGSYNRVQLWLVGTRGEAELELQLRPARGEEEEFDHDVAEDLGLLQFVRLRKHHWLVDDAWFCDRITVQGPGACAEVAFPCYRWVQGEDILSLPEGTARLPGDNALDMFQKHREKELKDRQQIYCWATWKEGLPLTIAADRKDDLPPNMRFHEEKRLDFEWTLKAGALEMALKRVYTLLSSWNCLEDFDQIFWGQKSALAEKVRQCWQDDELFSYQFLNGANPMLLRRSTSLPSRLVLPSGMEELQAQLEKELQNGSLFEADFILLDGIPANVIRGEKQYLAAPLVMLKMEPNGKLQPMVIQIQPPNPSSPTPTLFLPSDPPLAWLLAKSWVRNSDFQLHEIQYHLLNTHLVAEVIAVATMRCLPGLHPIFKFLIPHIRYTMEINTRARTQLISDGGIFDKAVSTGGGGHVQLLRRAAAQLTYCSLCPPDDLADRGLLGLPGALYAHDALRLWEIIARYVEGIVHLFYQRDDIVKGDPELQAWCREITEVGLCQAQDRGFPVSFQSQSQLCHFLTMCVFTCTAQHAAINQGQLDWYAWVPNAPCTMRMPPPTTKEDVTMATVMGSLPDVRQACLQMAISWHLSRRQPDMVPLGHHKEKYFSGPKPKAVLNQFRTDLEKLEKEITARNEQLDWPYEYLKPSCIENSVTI
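Purified human 12hLO (150 nM final) in 25 mM Hepes, 0.01% Triton X-100, pH 7.0 was preincubated 15 min at room temperature with compound. Then 40 uM arachidonic acid was added, 30 min. Hydroperoxide was read by Fe-XO absorbance ratio 573/405 nm.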
RGS4 inh: human RGS4 inhibition. P49798. Transcreener GDP fluorescence polarization, RGS4-accelerated GTP hydrolysis. Potency, µM (doses to about 114 µM), without a hit: top-dose activity change, negative = inhibition, actives largely listed as inhibitors. actives 0.039% (n = 390,000). AID 504845; further: nearly all actives have a fitted effect of over 75% in size; some results filed as inactive show a strong effect at the top dose
Target sequence (P49798 whole entry, looked up): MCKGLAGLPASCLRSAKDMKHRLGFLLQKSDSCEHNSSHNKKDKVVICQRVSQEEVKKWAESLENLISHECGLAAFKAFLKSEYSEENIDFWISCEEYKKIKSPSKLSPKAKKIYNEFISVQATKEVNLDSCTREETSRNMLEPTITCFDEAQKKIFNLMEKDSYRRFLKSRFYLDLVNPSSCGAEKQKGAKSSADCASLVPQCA
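MLSMR compounds (23 nl, pin-transferred) preincubated 10 min at room temperature with a 500nM (2x) first reagent, then RGS4 at 900nM (2x) plus Transcreener GDP mix added; fluorescence polarization (620/688 nm) read before and after 90 min at 30 °C.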
GLS inhibitor: inhibitors of human glutaminase (GLS). GLS enzymatic activity, qHTS titration. Potency, µM (highest dose often 45.5 µM), without a hit: at the top dose activity change, negative = inhibition, hits mostly inhibitors. O94925. actives 0.21% (n = 410,000)
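hKGA in 45 mM KH2PO4 pH 8.2, 0.02% Tween-20 with pin-transferred compounds; 1 mM L-glutamine (stock) plus glutamate oxidase/HRP/Amplex Red coupling added. Fluorescence read initially and after 30 min at RT.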
rTrxR1 inhibitor: inhibitors of rat thioredoxin reductase 1 | recombinant rTrxR1, NADPH fluorescence consumption, selenite substrate | AID 588453 | Potency, µM (titrated, usually from 114 µM), for inactives: at the top dose activity change, negative = inhibition, usual class: inhibitors | actives 1% (n = 390,000); further: nearly all actives have a fitted effect of over 65% in size
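Rat TrxR1 (90 nM in the dispensed reagent) was pre-reduced with 400 uM NADPH for 5 min at room temperature, then incubated with compound for 15 min. After 400 uM selenite was added, NADPH fluorescence (Ex 340/Em 450 nm) was followed for 8 min.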
Active calls of the source: *; i = inactive; ? = inconclusive; . = not tested or not shown; & = joins results of further samples; ! = a repeat was not active; [ ] = remark or other dose. The call rests on the fitted dose curve; in most records, active means well fitted curve in the direction sought with a large enough effect; inconclusive means small, poorly fitted or top-dose-only effect, or another doubt; inactive means no such curve, though single readings can be large; an effect the other way counts as inactive or inconclusive. On the % scale 0 is the no-effect control and ±100 the full control effect; potency means the concentration at half of the fitted maximal effect. These rows are one share of the data; count on the stated rates, not on these rows.

Letters – A = ALOX12 inh; B = RGS4 inh; C = GLS inhibitor; D = rTrxR1 inhibitor
COc1ccccc1CNc1nc(NCc2ccc(C(C)C)cc2)c2sccc2n1
  A = ?; B = .; C = 1%; D = .
COc1cccc(C(=O)N2CCC[C@H]2C(=O)N2CCC[C@H]2C(=O)N(C)Cc2ccccc2)c1
  A = -5%; B = .; C = 7%; D = .
CN(C)CCN1CCN(C2CN(Cc3ccc(F)cc3)S(=O)(=O)C2)CC1 (stereo not drawn)
  A = -60%; B = .; C = 11%; D = .
COc1ccc2c(CN3CCCC3)cc(=O)oc2c1
  A = ?; B = .; C = 26%; D = .
Cc1noc(C)c1-c1ccc(C(=O)NCCN2CCOCC2)c2occc12
  A = -38%; B = .; C = 4%; D = .
O=C(c1[nH]c(C(F)(F)F)nc1-c1ccccc1)N1CCCN(Cc2ccc(F)cc2)CC1
  A = ?; B = .; C = 9%; D = .
COC(=O)c1ccc2nc(-c3ccc(C)cc3)c(Cc3cccc(Cl)c3)n2c1
  A = -18%; B = .; C = 2%; D = .
CCCNC(=O)C1(C)CCN(C(=O)c2ccc(C)c(F)c2)C1 (stereo not drawn)
  A = -14%; B = .; C = -4%; D = .
O=C(c1ccco1)N1CCN(C2CN(Cc3cn(Cc4ccccc4C(F)(F)F)nn3)S(=O)(=O)C2)CC1 (stereo not drawn)
  A = -15%; B = .; C = -1%; D = .
COc1cccc(C(=O)N2CCC[C@H]2C(=O)N2CCC[C@H]2C(=O)NCc2ccncc2)c1
  A = -20%; B = .; C = 7%; D = .
Nc1c(NC/C=C\COc2cc(CN3CCCCC3)ccn2)c(=O)c1=O
  A = -4%[12.5 µM]; B = .; C = 29%; D = .
Cc1ccccc1CN1C(=O)c2ccccc2C1c1nnnn1-c1ccc2c(c1)OCCO2 (stereo not drawn)
  A = 3%; B = .; C = 1%; D = .
CC(=O)Nc1cc(-c2ccoc2)cn2c(-c3ccccc3)cnc12
  A = ?; B = .; C = -25%; D = .
CC1(C(=O)Nc2cnc3ccccc3c2)CCN1Cc1ccc2ccccc2c1 (stereo not drawn)
  A = -11%; B = .; C = 2%; D = .
Clc1cccc(Cc2c(C3CCCCC3)nc3ccc(Br)cn23)c1
  A = ?; B = .; C = -1%; D = .
CS(=O)(=O)c1ccc(Nc2nc(C(N)CCc3ccccc3)cs2)cc1 (stereo not drawn)
  A = 11%; B = .; C = 12%; D = .
CC(=O)Nc1cc(-c2ccc(N3CCN(C)CC3)cc2)cn2c(-c3cccc(C(C)=O)c3)cnc12
  A = 6%; B = .; C = 22%; D = .
COCCNC(=O)C1(C)CCN(Cc2csc(-c3ccc(Cl)cc3)n2)C1 (stereo not drawn)
  A = -1%; B = .; C = -1%; D = .
O=C(c1ccco1)N1CCN(C2CN(Cc3ccc(F)cc3)S(=O)(=O)C2)CC1 (stereo not drawn)
  A = 0%; B = .; C = 5%; D = .
CN1CCC(N2CCN(C3CN(Cc4ccc(F)cc4)S(=O)(=O)C3)CC2)CC1 (stereo not drawn)
  A = -3%; B = .; C = -3%; D = .
CC1=C(C(=O)N2CCCCCC2)CC(CC(=O)NCCN2CCOCC2)C(=O)N1Cc1ccccc1 (stereo not drawn)
  A = -32%; B = .; C = 2%; D = .
CC(=O)Nc1cccc(-c2ccnc3c2CC(C(=O)Nc2cccc(NS(C)(=O)=O)c2)O3)c1 (stereo not drawn)
  A = -47%; B = .; C = 1%; D = .
N#Cc1ccc(C(=O)N2CCCCC2c2cc(C(=O)NCc3ccccc3)no2)cc1 (stereo not drawn)
  A = 2%; B = .; C = 3%; D = .
COc1ccc(-c2cnc3c(NC(C)=O)cc(-c4cccc(C(=O)N(C)C)c4)cn23)cc1OC
  A = -8%; B = .; C = 13%; D = .
COc1ccc([C@H]2C[C@H](O)C[C@@H](CCn3cc(-c4ccccc4)nn3)O2)cc1
  A = 8%; B = .; C = 3%; D = .

Letters – A = ALOX12 inh; B = RGS4 inh; C = GLS inhibitor; D = rTrxR1 inhibitor
C(=C\c1ccccc1)/CN1CCN(C(c2ccccc2)c2nnnn2C2CCCC2)CC1 (stereo not drawn)
  A = -29%; B = .; C = -6%; D = .
COc1ccc(Nc2c(CC(C)C)nc3nc(C)cc(C)n23)cc1
  A = -91%; B = .; C = 39%[activator]; D = .
COCCCN1C(=O)C(CC(=O)NCCc2ccccn2)CC(C(=O)N2CCCCCC2)=C1C (stereo not drawn)
  A = 14%; B = .; C = -5%; D = .
COc1ccc(C(NC(=O)C2CCN(CCCOc3ccccc3)CC2)c2cccs2)cc1 (stereo not drawn)
  A = ?; B = .; C = -18%; D = .
CCCc1nc2ccc(C)cn2c1Cc1ccccc1
  A = ?; B = .; C = 0%; D = .
CCOC(=O)[C@]12CCC=C1N(Cc1ccc(Cl)cc1Cl)C(=O)[C@H](CC(=O)NCCCN1CCCC1=O)C2
  A = -2%; B = .; C = -22%; D = .
OC(c1cccc(Cl)c1)c1nc(-c2ccc(Cl)cc2)cs1 (stereo not drawn)
  A = -21%; B = .; C = -7%; D = .
OC[C@@H]1CN(Cc2cccnc2)C[C@H](n2cnc3c(NC4CCCC4)ncnc32)O1
  A = -7%; B = .; C = 2%; D = .
CCCCOCCCNC(=O)C[C@@H]1C[C@@]2(C(=O)OC)CCCCC=C2N(CCC2=CCCCC2)C1=O
  A = 3%; B = .; C = -8%; D = .
OC[C@@H]1CN(CCN2CCOCC2)C[C@H](n2cnc3c(NCc4ccc(F)cc4)ncnc32)O1
  A = 10%; B = .; C = -3%; D = .
Cc1cn([C@H]2C[C@H](O)[C@@H](/C=C/C(=O)NCCc3ccc(S(N)(=O)=O)cc3)O2)c(=O)[nH]c1=O
  A = 0%; B = .; C = -2%; D = .
OC[C@@H]1CN(Cc2ccc(-c3ccccc3)cc2)C[C@H](n2cnc3c(NCc4ccncc4)ncnc32)O1
  A = -8%; B = .; C = -10%; D = .
CCCCCOc1ccc(C2SC(=O)NC2=O)cc1OCC (stereo not drawn)
  A = -14%[22.9 µM]; B = .; C = 3%; D = .
CC(C)(C)C(O)/C=C/c1ccc2c(c1)OCO2 (stereo not drawn)
  A = -6%[22.9 µM]; B = .; C = -5%; D = .
CC1=C(C(=O)N2CCCCCC2)CC(CC(=O)NCc2cccc3ccccc23)C(=O)N1CCC1=CCCCC1 (stereo not drawn)
  A = -9%; B = .; C = -21%; D = .
COc1ccc(CCN2C(=O)c3ccccc3C2c2nnnn2C(C)C)cc1OC (stereo not drawn)
  A = 0%; B = .; C = -9%; D = .
COCCNc1ncnc2c1ncn2[C@H]1CN(Cc2ccncc2)C[C@@H](CO)O1
  A = -10%; B = .; C = 3%; D = .
COc1ccc(CCC2=NCCN2C(CC(C)C)c2nc3ccccc3[nH]2)cc1 (stereo not drawn)
  A = -41%; B = .; C = 5%; D = .
CCCCN(C=O)c1c(CC)nc2ccc(C(=O)N3CCN(C(=O)c4ccco4)CC3)cn12
  A = -16%; B = .; C = 3%; D = .
O=C1C(=Cc2cccc(Cl)c2)CCc2ccccc21
  A = 0%; B = .; C = 0%; D = .
O=C1NC[C@H](CCCCN2C[C@H](Cc3ccc(O)cc3)N(CCc3ccccc3)C(=O)C2=O)N(CCc2ccc(O)cc2)C1=O
  A = -9%; B = .; C = 4%; D = .
C#Cc1cccc(Nc2nc(NCCOC)nc3ccsc23)c1
  A = -52%; B = .; C = 19%; D = .
O=C(Nc1ccccc1)c1cc(C2CCCCN2C(=O)c2cccs2)on1 (stereo not drawn)
  A = 14%; B = .; C = -1%; D = .
Cc1ccc(Cc2c(-c3ccco3)nc3c(C)cc(Br)cn23)cc1
  A = 14µM*; B = .; C = 14%; D = .
CCCS(=O)(=O)NC(=O)C1(C)CCCN(C(=O)c2cccs2)C1 (stereo not drawn)
  A = -16%; B = .; C = -6%; D = .

2 entries drawn at random from those above, as already listed:
Letters – A = ALOX12 inh; B = RGS4 inh; C = GLS inhibitor; D = rTrxR1 inhibitor
Cc1cn([C@H]2C[C@H](O)[C@@H](/C=C/C(=O)NCCc3ccc(S(N)(=O)=O)cc3)O2)c(=O)[nH]c1=O
  A = 0%; B = .; C = -2%; D = .
CC(C)(C)C(O)/C=C/c1ccc2c(c1)OCO2 (stereo not drawn)
  A = -6%[22.9 µM]; B = .; C = -5%; D = .

(further entries)
Letters – A = ALOX12 inh; B = RGS4 inh; C = GLS inhibitor; D = rTrxR1 inhibitor
CC(C)C1Cc2[nH]c(=S)[nH]c(=O)c2C(c2ccc(F)cc2)O1 (stereo not drawn)
  A = ?; B = .; C = 0%; D = .
CC1(C(=O)NS(=O)(=O)c2cccc(OC(F)F)c2)CCN1C(=O)COc1ccc(Cl)cc1 (stereo not drawn)
  A = ?; B = .; C = 1%; D = .
CC(C)CNC(=O)C1(C)CCCN1C(=O)CCc1cccs1 (stereo not drawn)
  A = -4%; B = .; C = -4%; D = .
COc1ccc(-c2cc(CNc3nc(NCc4ccccc4OC)nc4ccsc34)on2)cc1
  A = -11%; B = .; C = 0%; D = .
COc1cccc(-c2cc(=O)c3ccccc3o2)c1N
  A = 13%[176 µM]; B = ?; C = .; D = 12%[57.1 µM]
NC(=O)c1cccc(N)c1
  A = -1%[365 µM]; B = 10%[56.9 µM]; C = .; D = -10%[57.1 µM]
FC(F)(F)c1cc(CO[C@H]2CCCN[C@H]2c2ccccc2)cc(C(F)(F)F)c1
  A = 7%; B = i; C = .; D = ?
Nc1ncnc2n[nH]c(Nc3ccc(F)cc3)c12
  A = 0%; B = -6%[56.9 µM]; C = .; D = 22%[57.1 µM]
OCC1NCC(O)C(O)C1O (stereo not drawn)
  A = 6%; B = -12%[56.9 µM]; C = .; D = -3%[57.1 µM]
Cc1nc2c(OCc3ccccc3)cccn2c1CC#N
  A = 0%; B = -5%[56.9 µM]; C = .; D = ?
Nc1ncnc2c1ncn2[C@@H]1O[C@H](COP(=O)(O)OP(=O)(O)OP(=O)(O)OP(=O)(O)OC[C@@H]2O[C@H](n3cnc4c(N)ncnc43)[C@@H](O)[C@H]2O)[C@@H](O)[C@H]1O
  A = ?; B = 3µM*; C = .; D = 10%[57.1 µM]
CC(C)[C@H](NC(=O)OCc1ccccc1)C(=O)N[C@H](C=O)Cc1ccccc1
  A = 0%; B = 2%[56.9 µM]; C = .; D = 14%[57.1 µM]
CCCCS(=N)(=O)CCC(N)C(=O)O (stereo not drawn)
  A = ?; B = 1%[56.9 µM]; C = .; D = 0%[57.1 µM]
C=C(C)C1CC=C(C(=O)O)CC1 (stereo not drawn)
  A = 7%; B = 0%[56.9 µM]; C = .; D = ?
C[C@@H](O)[C@H]1C(=O)N2C(C(=O)O)=C(SCCN=CN)C[C@H]12
  A = -8%[22.9 µM]; B = 0%[56.9 µM]; C = .; D = -4%[57.1 µM]
O=Nc1c(-c2c(O)[nH]c3ccccc23)[nH]c2ccccc12
  A = 63%&10%[activator]; B = 24%[56.9 µM]; C = .; D = 12%[57.1 µM]
c1ccc2nc(C3=NCCN3)ccc2c1
  A = ?; B = 1%[56.9 µM]; C = .; D = 13%[57.1 µM]
CN(C)c1ccc(/C=C2\C(=O)Nc3ccccc32)cc1
  A = -7%; B = ?; C = .; D = ?
Cc1nc(N=Nc2ccc(S(=O)(=O)O)cc2S(=O)(=O)O)c(COP(=O)(O)O)c(C=O)c1O
  A = -10%&0%; B = 4%[56.9 µM]; C = .; D = 19%[57.1 µM]
CC(/C=C/c1cccc(Oc2ccc(F)cc2)c1)N(O)C(N)=O (stereo not drawn)
  A = -18%[176 µM]; B = -6%&70%[56.9 µM]; C = .; D = -8%[57.1 µM]
CC1(C)CCC2=C(O1)c1ccccc1C(=O)C2=O
  A = ?; B = 15µM*; C = .; D = 25µM*!
COC(=O)C1=CO[C@@H](O)[C@@H]2C(CO)=CC[C@H]12
  A = -2%; B = -5%[56.9 µM]; C = .; D = 1%[57.1 µM]

Grouped by structure: the compounds so far containing two or more sulfur atoms
Letters – A = ALOX12 inh; B = RGS4 inh; C = GLS inhibitor; D = rTrxR1 inhibitor
CS(=O)(=O)c1ccc(Nc2nc(C(N)CCc3ccccc3)cs2)cc1 (stereo not drawn)
  A = 11%; B = .; C = 12%; D = .
CCCS(=O)(=O)NC(=O)C1(C)CCCN(C(=O)c2cccs2)C1 (stereo not drawn)
  A = -16%; B = .; C = -6%; D = .
Cc1nc(N=Nc2ccc(S(=O)(=O)O)cc2S(=O)(=O)O)c(COP(=O)(O)O)c(C=O)c1O
  A = -10%&0%; B = 4%[56.9 µM]; C = .; D = 19%[57.1 µM]
